HP1b binding inh: blocks HP1-beta chromodomain binding to methylated histone tails | P83916 | AlphaScreen HP1-beta / biotin-H3K9me3 peptide binding | Potency, µM (series often up to 114 µM), for inactives: top-dose activity change, negative = inhibition, actives largely listed as inhibitors | actives 0.56% (n = 390,000) | AID 540317; also: potency is read from the fitted curve at half-maximal effect; nearly all actives have a fitted effect of over 70% in size; inactives centre near 23
Target sequence (P83916 whole entry, looked up): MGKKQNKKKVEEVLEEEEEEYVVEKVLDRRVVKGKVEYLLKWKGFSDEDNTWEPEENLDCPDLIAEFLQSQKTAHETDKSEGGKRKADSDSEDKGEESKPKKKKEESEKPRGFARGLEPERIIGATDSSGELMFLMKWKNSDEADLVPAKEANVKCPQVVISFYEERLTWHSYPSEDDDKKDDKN
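Compound inhibition of the preformed complex between 50 nM HP1-beta and 50 nM biotinylated H3K9me3 peptide was read by AlphaScreen. Buffer was PBS pH 7.4 with 0.01% Tween-20. Incubations ran 30 min at room temperature, with 10 ug/mL donor/acceptor beads.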
PI4K2A block: PI4K2A (human) kinase inhibition. Q9BTU6. purified PI4K2A, ADP-Glo luminescence, 1 h; active compounds read low. activity change, negative = inhibition, % at 76.9 µM. actives 0.13% (n = 420,000). AID 1346378; in the data active = activity change below about -50%; inconclusive = mostly about -30% to -49%;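 also: -100% = wells without enzyme as full effect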
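ADP-Glo luminescence measured ADP generated by PI4K2A enzyme (4 ug/mL before mixing) with 1.2 mM PI substrate (pre-mix) and 300 microM ATP (pre-mix). Tris pH7.5 buffer with MgCl2, Triton X-100; 1 h reaction at ambient temperature.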
JMJD2A Tudor: inhibitors of human JMJD2A Tudor domain | AlphaScreen JMJD2A-Tudor / H3K4me3 peptide binding | Potency, µM (top dose mostly 114 µM), without a hit: at the highest dose activity change, negative = inhibition, usual class: inhibitors | actives 4.4% (n = 390,000); also: potency is read from the fitted curve at half-maximal effect; % is scaled to controls: 0 for no effect and ±100 for the full control effect; nearly all actives have a fitted effect of over 50% in size
G9a block: blocks human histone lysine methyltransferase G9a | Potency, µM (series often up to 102 µM), without a hit: top-dose activity, negative = inhibition, hits mostly inhibitors | G9a H3K9 monomethylation, AlphaScreen, 2 h | AID 504332 | Q96KQ7 | actives 8.8% (n = 350,000); also: potency is read from the fitted curve at half-maximal effect; % is scaled to controls: 0 for no effect and ±100 for the full control effect; nearly all actives have a fitted effect of over 75% in size
Target sequence (Q96KQ7 913-1193 limits assumed): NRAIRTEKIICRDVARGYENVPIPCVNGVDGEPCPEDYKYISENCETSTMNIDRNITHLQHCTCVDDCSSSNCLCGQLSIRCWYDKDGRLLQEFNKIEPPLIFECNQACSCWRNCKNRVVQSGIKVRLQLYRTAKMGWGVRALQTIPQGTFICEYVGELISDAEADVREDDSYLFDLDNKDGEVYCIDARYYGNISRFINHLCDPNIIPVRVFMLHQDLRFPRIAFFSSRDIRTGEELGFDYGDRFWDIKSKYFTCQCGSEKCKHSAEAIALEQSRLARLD
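Enzyme 20 nM + cpd, 15 min RT; add b-H3K9 pep 500 nM / SAM 20 uM; 2 h RT; anti-H3K9me1 Ab 0.5 ug/mL + SA donor / anti-rabbit acceptor beads 20 ug/mL each, 10 min; AlphaScreen read.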
BAZ2B inh: inhibitors of human BAZ2B bromodomain; Q9UIF8; AlphaScreen BAZ2B-H3K14Ac peptide displacement; Potency, µM (titrated, usually from 114 µM), for the others: at the highest dose activity change, negative = inhibition, actives largely listed as inhibitors; actives 4.4% (n = 360,000); also: potency is read from the fitted curve at half-maximal effect; % is scaled to controls: 0 for no effect and ±100 for the full control effect; nearly all actives have a fitted effect of over 60% in size
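In this displacement format the biotinylated H3(5-23) peptide acetylated at Lys14 serves as ligand at 50 nM, with BAZ2B at 50 nM in PBS pH 7.4 containing 0.01% Tween-20. Donor and acceptor beads are 10 ug/mL final.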
GLS inhibitor: inhibitors of human glutaminase (GLS) | actives 0.21% (n = 410,000) | AID 624170 | GLS enzymatic activity, qHTS titration | Potency, µM (titrated, usually from 45.5 µM), inactives show at the top dose activity change, negative = inhibition, hits mostly inhibitors | O94925; also: potency is read from the fitted curve at half-maximal effect; % is scaled to controls: 0 for no effect and ±100 for the full control effect
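Enzyme dispensed in phosphate buffer (45 mM, pH 8.2, 0.02% Tween-20), compounds pinned in, then 1 mM L-glutamine solution and the glutamate oxidase–HRP–Amplex Red mix added; fluorescence read immediately and again after 30 min at room temperature.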
Pol eta inh: DNA polymerase eta (human) inhibition | recombinant Pol eta, fluorescent DNA replication assay | actives 1.2% (n = 390,000) | Q9Y253 | Potency, µM (series often up to 114 µM), without a hit: top-dose activity change, negative = inhibition, actives largely listed as inhibitors; also: potency is read from the fitted curve at half-maximal effect; % is scaled to controls: 0 for no effect and ±100 for the full control effect
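Pol eta at 10 nM preincubated with compounds 15 min at room temperature; reaction started with fluorescent substrate (50 nM final) and read kinetically at 0 and 10 min.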
PGK inhibitor: inhibitors of T. brucei phosphoglycerate kinase. P07378. PGK/GAPDH coupled, Kinase-Glo luminescence, 60 min. Potency, µM (highest dose often 57.5 µM), for inactives: at the top dose activity change, negative = inhibition, actives largely listed as inhibitors. actives 0.043% (n = 380,000). AID 602233; also: potency is read from the fitted curve at half-maximal effect; % is scaled to controls: 0 for no effect and ±100 for the full control effect; nearly all actives have a fitted effect of over 60% in size
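Luminescent ATP detection (Kinase-Glo Plus) follows a 60-minute room-temperature incubation, with wells lacking PGK as controls. Buffer: 100 mM TEA (pH 7.6), 5 mM MgCl2, 0.01% Tween-20. Coupling enzyme GAPDH (100 nM final) supplies unstable 1,3-BPG in-well.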
Pin1 inhibitor: blocks the human prolyl isomerase Pin1; Q13526; Pin1 FP peptide displacement, HiFluor488, 10 min; Potency, µM (highest dose often 115 µM), without a hit: at the highest dose activity, negative = inhibition, actives largely listed as inhibitors; actives 0.009% (n = 390,000); active = well fitted inhibition curve with a large enough effect in the polarisation, with a control signal flat, not every such curve was filed as active; inconclusive = small, poorly fitted or top-dose-only effect, or effect the other way, or a change in a side signal; inactive = no such curve, though single readings can be large or run the other way; the % refers to the polarisation; also: potency is read from the fitted curve at half-maximal effect; % is scaled to controls: 0 for no effect and ±100 for the full control effect
Target sequence (Q13526 whole entry, looked up): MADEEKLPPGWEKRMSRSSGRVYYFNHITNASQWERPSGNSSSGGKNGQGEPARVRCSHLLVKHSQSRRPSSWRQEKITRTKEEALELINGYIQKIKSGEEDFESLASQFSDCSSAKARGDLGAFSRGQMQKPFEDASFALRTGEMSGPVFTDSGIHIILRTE
* marks the source's active call; other numbers are inactive results; i = inactive; ? = inconclusive; · = no result given; [ ] = dose if it differs, or a comment. Unless noted, calls follow the shape of the dose curve; as a rule, active = well fitted curve in the direction sought with a large enough effect; inconclusive = small, poorly fitted or top-dose-only effect, or another doubt; inactive = no such curve, though single readings can be large; an effect the other way counts as inactive or inconclusive.

item	compound	HP1b binding inh	PI4K2A block	JMJD2A Tudor	G9a block	BAZ2B inh
1	CSc1ccc(/C=N/n2c(C)nc3ccccc3c2=O)cc1	65%[activator]	-2	-4%	24%	4%
2	CN(C)CCNc1oc(COc2ccc(Cl)cc2Cl)nc1C#N	10%	0	-35%	·	-8%
3	Cc1cccc(CCNC(=O)C2CCC(CNS(=O)(=O)c3ccccc3)CC2)c1 (centres undefined)	25%	-1	3%	6%[59 µM]	-13%
4	C=C(C(=O)c1ccccc1)C(c1ccccc1)C(C)C(=O)c1ccccc1 (centres undefined)	39%[activator]	-1	20%	2%[59 µM]	-3%
5	O=C(Nc1ccccc1C(F)(F)F)N1CCN(c2ccccn2)CC1	22%	-4	-8%	3%	-5%
6	COc1cccc(CNC(=O)c2cnc(-c3ccccn3)nc2C(F)(F)F)c1	18%	-4	-20%	?	0%
7	CCc1n[nH]c(=S)n1/N=C/C(C)=C\c1ccccc1	14%	0	25µM*	7%[0.501 µM]	56µM*
8	CCN1CCN(C(=O)C2CCCN(S(=O)(=O)c3cc(Cl)ccc3Cl)C2)CC1 (centres undefined)	36%	5	6%	?	-13%
9	CCCc1nnc(NC(=O)Cn2c(=O)sc3ccccc32)s1	-9%	-1	-8%	?	5%
10	C[C@H](O)[C@@H]1C(=O)N2CCc3ccc(-c4ccccc4)cc3[C@@H]2C[C@@H]1N(C)C(=O)c1ccco1	·	-10	·	·	·
11	CCOC(=O)Cn1c(CN2CCOCC2)nc2c1c(=O)n(C)c(=O)n2C	32%	4	-3%	-49%	16%
12	C/C(=C\C(=O)C(F)(F)F)Nc1ccc(C(F)(F)F)cc1	68%[activator]	-6	9%	7%[59 µM]	2%

item	GLS inhibitor	Pol eta inh	PGK inhibitor	Pin1 inhibitor
1	-2%	-19%	·	2%
2	3%	-12%	-5%	?
3	-10%	-13%	-2%	3%
4	4%	-24%	-7%	8%
5	18%	-1%	-4%	-7%
6	3%	1%	8%	3%
7	-15%	-21%	7%	-3%
8	0%	-7%	-1%	-9%
9	5%	5%	-8%	-4%
10	-2%	-5%	-1%	·
11	-12%	-19%	-3%	-2%
12	-1%	-16%	-2%	-6%

Reprinted from the part before: 4 compounds; new compounds follow.
item	compound	HP1b binding inh	PI4K2A block	JMJD2A Tudor	G9a block	BAZ2B inh
9	CCCc1nnc(NC(=O)Cn2c(=O)sc3ccccc32)s1	-9%	-1	-8%	?	5%
10	C[C@H](O)[C@@H]1C(=O)N2CCc3ccc(-c4ccccc4)cc3[C@@H]2C[C@@H]1N(C)C(=O)c1ccco1	·	-10	·	·	·
11	CCOC(=O)Cn1c(CN2CCOCC2)nc2c1c(=O)n(C)c(=O)n2C	32%	4	-3%	-49%	16%
12	C/C(=C\C(=O)C(F)(F)F)Nc1ccc(C(F)(F)F)cc1	68%[activator]	-6	9%	7%[59 µM]	2%
13	COc1ccccc1CNC(=O)CN1CCN(S(=O)(=O)c2cccs2)CC1	36%	3	-17%	-1%	·
14	CCN(CC)CCNC(=O)c1ccc2c(=O)n(C3CCCC3)c(=S)[nH]c2c1	4%	-9	-36%	20µM*	?
15	COc1ccc(OC)c(C(=O)c2ccc(C(=O)Nc3ccc(NC(C)=O)cc3)cc2)c1	36%	-4	3%	-2%[12.7 µM]	-7%
16	CCN(CC)C(=O)Cn1cc([N+](=O)[O-])cc1[N+](=O)[O-]	18%[57 µM]	3	1%	·	·
17	O=C(NNS(=O)(=O)c1ccc(F)c(Cl)c1)c1cccc(S(=O)(=O)N2CCOCC2)c1	26%	-4	-8%	-9%	-6%
18	Cc1cc(C(=O)NNC(=O)c2ccccc2F)c2ccccc2n1	16%	3	-10%	4%[12.7 µM]	-2%
19	COc1cc(-c2nnc(SCC(=O)c3ccccc3)o2)cc(OC)c1OC	5%	-5	-14%	-40%	-6%
20	COc1cccc(CN(C)C[C@@H]2OCc3ccccc3-c3c(n(C)c4ccccc34)C(=O)N([C@@H](C)CO)C[C@H]2C)c1	·	1	·	·	·
21	O=C(NCc1cccc(Cl)c1)C1CCC(=O)N(C2CC2)C1 (centres undefined)	49%[activator]	0	-4%	·	1%
22	Cc1nc(N2CCOCC2)c2c3c(sc2n1)CCC3	53%[activator]	-5	-10%	-35%	-11%
23	C[C@H]1CN([C@@H](C)CO)C(=O)Cc2cc(NS(=O)(=O)c3cccs3)ccc2O[C@H]1CN(C)S(=O)(=O)c1cn(C)cn1	50%[activator]	-3	-14%	·	·
24	Cc1c(NC(NC(=O)CC(C)C)C(Cl)(Cl)Cl)c(=O)n(-c2ccccc2)n1C (centres undefined)	39%	0	-4%	3%	1%

item	GLS inhibitor	Pol eta inh	PGK inhibitor	Pin1 inhibitor
9	5%	5%	-8%	-4%
10	-2%	-5%	-1%	·
11	-12%	-19%	-3%	-2%
12	-1%	-16%	-2%	-6%
13	-12%	-17%	i	-3%
14	-4%	-19%	-6%	-5%
15	-3%	-14%	i	0%
16	-2%	-16%	i	1%
17	16%	1%	i	-3%
18	4%	0%	-1%	-17%
19	-18%	3%	-8%	-13%
20	-4%	-12%	-9%	·
21	14%	5%	0%	-12%
22	-5%	-15%	i	6%
23	8%	-1%	-8%	-2%
24	5%	-15%	i	8%

The results go on.
item	compound	HP1b binding inh	PI4K2A block	JMJD2A Tudor	G9a block	BAZ2B inh
25	CN(C(=O)c1cc([N+](=O)[O-])ccc1NCc1cccnc1)c1ccccc1	26%	0	-22%	5%	-8%
26	CC(C)CCC[C@@H](C)[C@H]1CC[C@H]2[C@@H]3C(=O)C=C4C[C@@H](O)CC[C@]4(C)[C@H]3CC[C@]12C	18%	0	-36%	13%[12.7 µM]	10%
27	CC(C)NC(=O)CCCC(=O)NC(C)C	21%	-1	5%	2%[59 µM]	5%
28	O=S(=O)(c1ccccc1)c1nc(-c2ccccc2)oc1NCCCN1CCOCC1	14%	2	-22%	5%	2%
29	CCN(CC)S(=O)(=O)c1ccc(N2CCN(C)CC2)c(NC(=O)COc2ccc(F)cc2Cl)c1	-13%	-5	-35%	20%[0.501 µM]	-13%
30	Cc1nnc(Nc2ccc(S(N)(=O)=O)cc2)c2ccccc12	22%	3	-22%	-4%	-7%
31	COCCNC(=O)c1ccc2c(c1)N(Cc1cc(C)ccc1C)C(=O)c1ccccc1S2(=O)=O	30%[activator]	4	-29%	-27%[59 µM]	-12%
32	CC(=O)Nc1ccc(S(=O)(=O)NCC2CCC(C(=O)NC3CCCCCC3)CC2)cc1 (centres undefined)	11%	-2	-13%	11%	5%
33	CCN(C(=O)COC(=O)c1cnc(C)cn1)c1c(N)n(Cc2ccccc2)c(=O)[nH]c1=O	46%[activator]	0	3%	-5%[12.7 µM]	-5%
34	O=C(c1ccncc1)N1CCN(C(=O)c2ccncc2)CC1	62%[activator]	4	-1%	6%[12.7 µM]	8%
35	CC(CNC(=O)CN1C(=O)C(=O)N(C2CCCC2)C1=O)c1ccccc1 (centres undefined)	11%	-2	-4%	-13%[59 µM]	4%
36	CC(=O)NC(CC(=O)OCC(=O)Nc1ccc2c(c1)OCO2)c1ccccc1 (centres undefined)	3%	2	-21%	-24%	2%

item	GLS inhibitor	Pol eta inh	PGK inhibitor	Pin1 inhibitor
25	-3%	0%	-7%	-4%
26	0%	-1%	-1%	-2%
27	1%	-7%	0%	-2%
28	-1%	-27%	2%	-2%
29	-8%	-24%	-9%	-5%
30	0%	-20%	-3%	4%
31	4%	·	·	-1%
32	-2%	-10%	-5%	0%
33	-4%	-15%	4%	-3%
34	0%	-9%	-2%	-1%
35	1%	-16%	-10%	3%
36	0%	-20%	-9%	-8%

Remaining list, next part.
item	compound	HP1b binding inh	PI4K2A block	JMJD2A Tudor	G9a block	BAZ2B inh
37	CC(=O)[C@@H]1[C@@H](C)N(Cc2ccccc2)C(=O)N[C@H]1c1cccc(C(F)(F)F)c1	34%	4	-1%	30%[59 µM]	2%
38	O=C1NCN(CCO)CN1	38%	1	-8%	-1%[59 µM]	2%
39	CC1CN(C(=O)COC(=O)c2ccc(Cl)nc2)CC(C)O1 (centres undefined)	18%	4	-7%	14%	·
40	Cc1cc(OC(C)C)nc(NCc2ccccc2)n1	44%[activator]	-4	9%	40%[12.7 µM]	12%
41	CC[C@@H](NCCCn1cnc2c(SC)ncnc21)c1ccccc1	·	-1	·	·	·
42	O=C(/C=C/c1ccccc1Cl)Nc1ccncc1	25%	-2	-26%	50µM*	-36%
43	O=C(N/N=C\c1ccccn1)C1c2ccccc2Oc2ccccc21	30%	0	4%	·	13%
44	COC(=O)c1sccc1NC(=O)c1c(C)noc1C	31%	-6	-4%	-50%	6%
45	COc1ccc(NC(=O)CN(C)C(=O)CN2C(=O)c3ccc([N+](=O)[O-])cc3C2=O)cc1	13%	1	-4%	21%[12.7 µM]	-20%
46	CCOC(=O)Cn1c(=NC(=O)CSC(C)=O)sc2ccccc21	38%	0	1%	?	10%

item	GLS inhibitor	Pol eta inh	PGK inhibitor	Pin1 inhibitor
37	-2%	-16%	0%	-2%
38	-2%	-20%	-1%	-1%
39	6%	-7%	22%	0%
40	1%	-19%	i	7%
41	-5%	-11%	i	·
42	2%	-9%	-5%	1%
43	3%	-5%	-8%	4%
44	-14%	6%	i	9%
45	11%	-5%	5%	-2%
46	-2%	-13%	8%	-2%

Some of the compounds tested (hit frequency here may not be typical).
